Screening data: PubChem, Fisher Drug Discovery Resource Center
mcGAS RapidFire – mouse cGAS inhibition by mass spec | AID 1259397 | recombinant mouse cGAS, cGAMP by RapidFire MS | 130,000 compounds, 0.18% hits | inhibition, % at 12.5 µM;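 active means inhibition of cGAS enzyme activity at or above 60%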;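 further: enzyme stimulated by 45 bp dsDNA with ATP and GTP substrates; cGAMP share of summed cGAMP plus half ATP and half GTP signals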
Target sequence (Q8C6L5 whole entry, looked up): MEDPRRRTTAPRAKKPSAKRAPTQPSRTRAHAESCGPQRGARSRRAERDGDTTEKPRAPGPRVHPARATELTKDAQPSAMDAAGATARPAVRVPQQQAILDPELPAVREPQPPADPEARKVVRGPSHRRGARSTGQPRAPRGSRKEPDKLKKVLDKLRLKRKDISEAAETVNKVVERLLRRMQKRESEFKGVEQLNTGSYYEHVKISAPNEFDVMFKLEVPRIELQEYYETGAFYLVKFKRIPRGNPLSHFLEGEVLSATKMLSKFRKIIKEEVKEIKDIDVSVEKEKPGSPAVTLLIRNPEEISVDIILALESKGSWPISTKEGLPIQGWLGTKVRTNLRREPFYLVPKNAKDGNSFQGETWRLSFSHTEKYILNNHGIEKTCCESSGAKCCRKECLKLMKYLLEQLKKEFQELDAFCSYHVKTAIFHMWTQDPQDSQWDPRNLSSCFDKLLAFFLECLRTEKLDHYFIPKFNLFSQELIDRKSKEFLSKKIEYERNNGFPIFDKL
* = called active by the depositor; & = joins results of further samples. The list is partial; the hit share may differ from the screen's.

Preview, two compounds:
SMILES	mcGAS RapidFire
OCC1(Cc2ccccc2F)CCCN(c2noc(-c3ccccc3)n2)C1 (centres undefined)	-6
CCc1nc(SCC(=O)N(C)C2=CCCC2)n[nH]1	-6

Main list, previewed entries included:
SMILES	mcGAS RapidFire
OCC1(Cc2ccccc2F)CCCN(c2noc(-c3ccccc3)n2)C1 (centres undefined)	-6
CCc1nc(SCC(=O)N(C)C2=CCCC2)n[nH]1	-6
COc1ccc(C(=O)Cn2cnc3c(cnn3C3CCS(=O)(=O)C3)c2=O)cc1 (centres undefined)	-8
CCCc1ccc(OCC(=O)NNC(=O)c2cccc(C)c2)cc1	-8
Cc1nc2ccccn2c(=O)c1NC(=O)c1cccc(Cl)c1	-12
CCN(CC)c1ccc(C(=O)n2nc(C(F)(F)F)nc2N)cn1	5
CCCc1nc(CSc2nnc(NC(C)(C)C)s2)cs1	-7
Nc1nonc1-c1noc(-c2ccc(Br)cc2)n1	0
O=C(CSc1nnc(C2CC2)s1)Nc1ccncc1	2
CCOCCCNc1nnc(SCC(=O)NC(CC)CC)s1	-2
O=C(c1cc(COc2ccc3c(c2)OCO3)[nH]n1)N1CCCC1c1ccccn1 (centres undefined)	-8
O=C(Nc1ccccc1C(F)(F)F)N1CCC1c1ccccc1F (centres undefined)	-5
COc1cccc(C(C)Sc2n[nH]c(-c3ccccc3F)n2)c1 (centres undefined)	1
COc1ccc(C2CC(c3cccs3)=NN2C(=O)CN2CCCCC2)cc1O (centres undefined)	-4
Cn1ncc(NCC2(c3ccccc3)CC2)c(Cl)c1=O	-15
Cn1c(Oc2cc(Cl)cc(Cl)c2)cc(=O)n(C)c1=O	-29
Cc1ccc(Cn2nc(-c3ccccc3)ccc2=O)cc1	-12
O=C(Cn1cnc2c(nnn2-c2cccc(Cl)c2)c1=O)N1CCN(c2ccccc2)CC1	7
O=C1CC(c2ccnn2-c2ccccc2)c2cnn(-c3ccccc3)c2N1 (centres undefined)	-8
CCN1CCN(C(=O)c2ccccc2N2CCC(NC(=O)C3CCC3)CC2)CC1	-1
CC(=O)NCc1ccc(-c2csc(NC(=O)CNC(=O)c3cc(C)cc(C)c3)n2)s1	-5
COc1ccc(NCC(=O)N2CCCCCCC2)cc1F	-7
C=CC[P+](N(CCC)CCC)(N(CCC)CCC)N(CCC)CCC	-8
Cc1cc(C(=O)N2CC3ON=C(c4cccnc4)C3C2)nn1C(C)(C)C (centres undefined)	-9
CC(C)c1ccc(NC2CCCN(c3cnc4ccccc4n3)C2)cc1 (centres undefined)	-9
COc1ccc(C2CC(c3cc(OC)ccc3OC)n3nnnc3N2)cc1 (centres undefined)	-8
O=C1CSC(=NC(=O)NC2CCCCC2)N1	-2
CCCN(Cc1ccccc1O)C(=O)Nc1cccc(C(C)OC)c1 (centres undefined)	-12
O=C1CN(NC(=O)COc2ccc(-c3ccccc3)cc2Cl)C(=O)N1	11
O=C(c1ccc(-c2ccc(F)cc2)o1)N1CCN(S(=O)(=O)c2cccs2)CC1	-3
O=C(Nc1ccc(-c2ccco2)cc1)C1CCCN(C(=O)CCN2CCCO2)C1 (centres undefined)	-10
Cc1ccn(-c2n[nH]c(C)c2[N+](=O)[O-])n1	-4
CC(C)(C(=O)c1ccccc1)/[N+]([O-])=C/c1ccccc1F	-34
CC(c1ccccc1)N1CCN(S(=O)(=O)c2ccc(Cl)s2)CC1 (centres undefined)	-12
Nc1nccn1Cc1ccc(Br)cc1	-8
O=C(CSc1nnc(C2CC2)n1C1CC1)c1ccc[nH]1	-3
CCN(C(=O)Cn1cc(C2CC2)nn1)c1ccc(C)cc1C	2
CCOC(=O)C1CCCN(C(=O)CC2CSc3nc4c(c(=O)n32)CCCC4)C1 (centres undefined)	-8
Cc1cc(CS(=O)(=O)CC(=O)NC2CC2)on1	6
CC(C)N(C)S(=O)(=O)c1ccc(NC(=O)Cn2nnc3ccccc32)cc1	-6
COc1ccccc1/C=N\N=C1/NC(=O)C(CC(=O)Nc2cccc(C(C)=O)c2)S1 (centres undefined)	-33
CC1CCCN(Cc2nc3c(c(=O)n(C)c(=O)n3C)n2CCN2CCOCC2)C1 (centres undefined)	-12
COc1ccc(CN2CC[C@@]3(O)CCCC[C@H]3C2)cc1C(=O)O	-10
OC(c1ccccc1)c1ncc(-c2ccc(Oc3ccccc3)cc2)[nH]1 (centres undefined)	-8
COc1ccccc1-n1nc(C(C)C)nc1Cc1cc(C)no1	-2
Cc1ccc(N2C(=O)CSC2c2ccccn2)cc1F (centres undefined)	-11
N#Cc1ccc2c(c1)N(CCCN1CCC(O)CC1)c1ccccc1S2	-12
COCC(=O)N1CCC2(CCCN(Cc3cccc(OC)c3OC)C2)C1 (centres undefined)	-10

Six records picked at random from those above:
SMILES	mcGAS RapidFire
CC(C)N(C)S(=O)(=O)c1ccc(NC(=O)Cn2nnc3ccccc32)cc1	-6
CC1CCCN(Cc2nc3c(c(=O)n(C)c(=O)n3C)n2CCN2CCOCC2)C1 (centres undefined)	-12
COCC(=O)N1CCC2(CCCN(Cc3cccc(OC)c3OC)C2)C1 (centres undefined)	-10
Cc1cc(CS(=O)(=O)CC(=O)NC2CC2)on1	6
OC(c1ccccc1)c1ncc(-c2ccc(Oc3ccccc3)cc2)[nH]1 (centres undefined)	-8
CCN(C(=O)Cn1cc(C2CC2)nn1)c1ccc(C)cc1C	2

(continued)
SMILES	mcGAS RapidFire
CCc1nccc(CN2CCCC(c3n[nH]c(=O)n3-c3ccccc3)C2)n1 (centres undefined)	2
COc1ccc2c(=O)c(-c3cscn3)coc2c1	-7
Cc1cc(C)cc(-c2nnc(SCc3cc(C)on3)o2)c1	-1
O=C(NC1CC1)c1cccc(OS(=O)(=O)c2cccnc2)c1	-4
CN1CCCC1CNC(=O)CCSc1ccc(Br)cc1 (centres undefined)	9
Cc1onc(-c2ccccc2Cl)c1C(=O)Nc1ccc(C(N)=O)cc1	-4
CSCc1cc(C(=O)Nc2ccc(CC(N)=O)cc2)ccc1F	-2
Cc1noc(C)c1Cn1c(C)c(C(=O)NCc2ccc([N+](=O)[O-])cc2)sc1=O	-1
CCN(C(=O)CSc1ccc(C(=O)N2CCCC2)cn1)c1ccccc1C	-3
CC(NC(=O)c1cc(Cl)ccc1F)c1ccc(S(C)(=O)=O)cc1 (centres undefined)	4
CC(C)C(=O)NCc1nc2c(cnn2-c2ccccc2)c(=O)[nH]1	-11
COc1ccc(COn2c(=O)c(-c3ccccc3Cl)[n+]([O-])c3ccccc32)cc1	-9

The final three records of the part above are carried over, then new ones follow.
SMILES	mcGAS RapidFire
CC(NC(=O)c1cc(Cl)ccc1F)c1ccc(S(C)(=O)=O)cc1 (centres undefined)	4
CC(C)C(=O)NCc1nc2c(cnn2-c2ccccc2)c(=O)[nH]1	-11
COc1ccc(COn2c(=O)c(-c3ccccc3Cl)[n+]([O-])c3ccccc32)cc1	-9
CC1(C(=O)NS(=O)(=O)c2cccs2)CCN1C(=O)Cc1ccccc1 (centres undefined)	-20
COc1cccc(OCc2ccccc2)c1C(=O)N1CCN(c2ccc(C(C)=O)cc2)CC1	-3
COc1cccc2ccc(CN3C[C@@H]4C[C@H]3C(=O)N4c3ccccc3F)nc12	2
Cc1nc(SCC(=O)N(C(C)C)C(C)C)n(CC(C)C)c1C	-8
CC(=O)Nc1ccc(S(=O)(=O)NCc2ccc3c(c2)cc(C)n3C)cc1	3
CN(C)c1nc2c(c(NCCCCc3ccccn3)n1)CCNC2	-7
O=C(CNC(=O)N1CC=C(c2cccc3ccccc23)CC1)N1CCCC1	-13
CC1=NOC(Cc2ccccc2)C(=O)N1Cc1ccc(F)cc1 (centres undefined)	19
COc1ccc(CNC(=O)NC2CCCc3c2cnn3C)cc1 (centres undefined)	-12
CC(=O)[C@@]12O[C@](C)(c3ccccc3)O[C@@H]1CC1C3CCC4=CC(=O)CC[C@]4(C)C3CC[C@@]12C (some centres undefined)	1
CC1CCCN(Cc2nc3c(c(=O)n(C)c(=O)n3C)n2CC(=O)c2ccccc2)C1 (centres undefined)	-3
COc1nc2ccccc2cc1-c1cncc(C(N)=O)c1	-14

A draw from above in order of heavy-atom count, high to low.
SMILES	mcGAS RapidFire
CC1(C(=O)NS(=O)(=O)c2cccs2)CCN1C(=O)Cc1ccccc1 (centres undefined)	-20
COc1ccc(CNC(=O)NC2CCCc3c2cnn3C)cc1 (centres undefined)	-12
COc1nc2ccccc2cc1-c1cncc(C(N)=O)c1	-14

Following part:
SMILES	mcGAS RapidFire
CCCc1cc(C(=O)Nc2cc(C)on2)no1	12
Cc1cc2c(SCC(=O)c3ccc(Cl)cc3)ncnc2s1	4
Cn1c(=O)[nH]c(=O)c2c1nc(SCCO)n2CCCc1ccccc1	0
CCCn1cc(NS(=O)(=O)c2ccc(F)cc2Br)ccc1=O	-30
O=C(c1csc(-c2cccs2)n1)N1CCC2(CC1)NCCNC2=O	-4
CN(C)c1ccc(C(=O)N2CCN(c3cccc(Cl)c3)CC2)cc1	0
COc1cc(C)c(S(=O)(=O)N(C)C2CCC(CO)CC2)cc1OC (centres undefined)	-4
C=CCNC(=O)c1cc(Br)ccc1F	6
O=c1cc(CSc2nn(-c3ccc(F)cc3)c(=S)s2)c2ccc(O)cc2o1	7
O=C(Nc1ccc(NC(=O)C2CC23CCC3)cc1)C1CC12CCC2 (centres undefined)	-2
O=C(O)C1CC(=O)N(CCC2=CSC3=NCCCN23)C1 (centres undefined)	-8&-8
N#Cc1cc2nnn(-c3ccccc3)c2cc1C#N	-5
O=C1OCCC1Sc1nccn1C1CC1 (centres undefined)	2
CC(c1ccc(F)cc1)N(C)C(=O)COc1ccc(CC(=O)O)cc1 (centres undefined)	-10
CCOC1(OCC)N=C(N)C2(C#N)C(c3ccc(F)cc3)C12C#N (centres undefined)	5
COC(=O)CCS(=O)(=O)Nc1ccc(C)cc1	6
Cc1nc(NCCNC(=O)Nc2ccc3c(c2)OCO3)cc(N2CCOCC2)n1	3
Cc1nn(C)c(C)c1NC(=O)c1cccc(CN2CC[C@H](O)C2)c1	-28
COc1cccc(C(=O)Nc2cc(-c3ccc(OC)nn3)ccc2C)c1	-3
O=c1c(Cl)c(Cl)cnn1-c1ccc(NC2CC2)c(Cl)c1	-8
Cn1c(Cc2c[nH]c3ccccc23)nnc1SCC(=O)O	-35
CC1CN(C(=O)CNC(=O)c2ccc(C(C)(C)C)cc2)CC(C)O1 (centres undefined)	4
O=C1c2ccccc2C(=O)c2c1oc1c3c(ccc21)OCN(CCCn1ccnc1)C3	57
NC1CC(=O)N(Cc2cccc3ccccc23)C1 (centres undefined)	-28
Cc1c(C)n2c3c(=O)n(Cc4ccc(F)cc4)c(=O)n(C)c3nc2n1Cc1ccc(F)cc1	-5
CC(=O)Nc1ccc(N=C2NC(=O)/C(=C\c3ccc(C)o3)S2)cc1	-3
Cc1ccccc1-c1cc(O)c2c(c1)CN(CCCn1nnnc1C)CCO2	-36
C=CCSc1nc2c(c(=O)[nH]1)C(c1ccc(Cl)cc1)C(C(=O)OCC)=C(C)N2 (centres undefined)	-2
Cc1ccccc1N1CCN(C2CCCN(C(=O)c3cccc(Br)c3)C2)CC1 (centres undefined)	-2
CC1CSc2ccc(Br)cc2C1=O (centres undefined)	-7
O=c1oc2cc(Cl)ccc2n1CN1CCCC1c1cccs1 (centres undefined)	-1
Cc1nc(CNC(=O)c2ccccc2-n2cncn2)nc2c1CCCC2	3
Cc1ccc2cc(C(=O)N3CCS(=O)(=O)c4c3c(C)nn4C)[nH]c2c1	3
CC(=NNc1nc2ccccc2s1)c1ccc[nH]1	-2
CCN(CC1CCCN(CCc2cccc(OC)c2)C1)C(=O)c1ccc(C)s1 (centres undefined)	-7
COc1ccc(-c2nc(CN3CCN(Cn4nc(-c5ccccc5)n(C)c4=S)CC3)cs2)cc1	-9
NC(=S)CC(=O)N1CCOCC1	-9
O=C1NC(=O)C(=Cc2cccs2)S1	41
Cn1c(=O)n(Cc2cccc3ccccc23)c(=O)c2c1nc1n2CCN1c1ccccc1	0
COc1ccc(CN2CCN(Cc3cccc4ncccc34)CC2CCO)c(F)c1 (centres undefined)	-3&-2
O=C1c2ccccc2C(Cc2ccnc(F)c2)(Cc2ccnc(F)c2)c2ccccc21	6
CCC(=O)Nc1nnc(C)s1	-2
Cc1ccc(O)c(C(=O)c2c[nH]c(-c3nnc4n3CCCCC4)c2)c1	-1
O=C(C1CCN(Cc2ccco2)CC1)N1C[C@@H]2CNC[C@]2(C(=O)O)C1	-16
CCn1c(C)c(C)n2c3c(=O)n(Cc4ccc(F)cc4)c(=O)n(C)c3nc12	-7
Cc1[nH]n2c(=O)c3c(nc2c1-c1cccc2ccccc12)CCC3	2
Cc1cccc(C(C)C)c1NC(=O)CSc1ccccc1Cl	-1
c1ccc(NN=C2CCCc3ccccc32)nc1	-3
CCCCNC(=O)c1c(C(F)(F)F)nn(C2CCCN(C(C)C)C2)c1C (centres undefined)	-5
CC(=O)N1CCN(c2ccc(OS(=O)(=O)c3cccc(C#N)c3)cc2)CC1	5
Cc1nc2ccc3nc(NC(=O)C(C)C)sc3c2s1	3
CCOc1cc2nc(SC)n(C(=O)c3ccccc3F)c2cc1OCC	-3
CCCn1nnnc1CSC(C)C(=O)NCc1ccccc1Cl (centres undefined)	5
Cc1ccc(OCc2cc(C(=O)N(C)Cc3cc(C4CC4)n[nH]3)no2)cc1C	3
Cc1ccc(S(=O)(=O)N2CCC(Nc3ncc(C(N)=O)cc3Cl)CC2)cc1	5
CCCNC(=O)C1(C)CCN(Cc2ccc(OCc3ccccc3)cc2)C1 (centres undefined)	-8
CCC(C)NC(=O)C1CCN(c2nccc(OC)n2)CC1 (centres undefined)	1
COc1ccc(CN2CCNC(=O)C2CC(=O)NCCSC)cc1OC (centres undefined)	-4
CC1(C(=O)NS(=O)(=O)c2cccc(C#N)c2)CCN1C(=O)Cc1ccc(-c2ccccc2)cc1 (centres undefined)	-8
Cc1nc2nc(S(=O)(=O)N3CCCCC3)nn2c(C)c1C	-3
(listing goes on)
SMILES	mcGAS RapidFire
CCN1CCCC(NCCc2nc(C)c(C)s2)C1 (centres undefined)	-4
CC(C)Cc1nc(CN(C)Cc2ccnc3ccccc23)no1	-6
CCCn1c(C)cc(C(=O)CN2C(=O)NC3(CCCc4sccc43)C2=O)c1C (centres undefined)	2
CCN1CCCC(N2C(=O)OC(C)(C)C2(C)O)C1 (centres undefined)	-8
CCC1SC(=NC(=O)c2c(C)oc(C)c2Br)NC1=O (centres undefined)	-11&2
